APEX1 inh = inhibitors of human APE1 endonuclease. P27695. recombinant APE1, TAMRA/BHQ-2 abasic DNA cleavage fluorescence. Potency, µM (series often up to 65.8 µM), for inactives: top-dose activity change, negative = inhibition, hits mostly inhibitors. actives 0.35% (n = 350,000). AID 2517;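 further: potency means the concentration at half of the fitted maximal effect; plate controls were vehicle for no effect and reference inhibitor for full effect; nearly all actives have a fitted effect of over 55% in size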
Target sequence (P27695 whole entry, looked up): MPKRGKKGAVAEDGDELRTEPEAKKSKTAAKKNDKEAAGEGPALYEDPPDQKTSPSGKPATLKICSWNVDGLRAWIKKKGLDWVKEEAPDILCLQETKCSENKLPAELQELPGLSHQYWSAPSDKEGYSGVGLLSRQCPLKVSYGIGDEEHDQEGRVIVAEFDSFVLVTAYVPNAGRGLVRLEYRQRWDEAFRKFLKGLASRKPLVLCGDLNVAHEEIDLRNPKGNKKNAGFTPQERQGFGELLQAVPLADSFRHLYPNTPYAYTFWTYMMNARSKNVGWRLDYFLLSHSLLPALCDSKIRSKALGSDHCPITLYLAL
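APE1 at 0.75 nM final was preincubated with compound 15 min at room temperature, then 50 nM double-stranded THF abasic-site substrate (5'-TAMRA/3'-BHQ-2) was added. Fluorescence (ex 525/em 598 nm) was read kinetically; third-minus-first read gave activity.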
Tb PGK inh = blocks T. brucei phosphoglycerate kinase; P07378; PGK/GAPDH coupled, Kinase-Glo luminescence, 60 min; Potency, µM (highest dose often 57.5 µM), for inactives: at the highest dose activity change, negative = inhibition, actives largely listed as inhibitors; actives 0.043% (n = 380,000); AID 602233; further: potency means the concentration at half of the fitted maximal effect; on the % scale 0 is the no-effect control and ±100 the full control effect; nearly all actives have a fitted effect of over 60% in size
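Recombinant glycosomal PGK reaction used 1,3-bisphosphoglycerate generated in-well by GAPDH (100nM final) in 100mM TEA pH 7.6, 5mM MgCl2, 0.01% Tween-20. After 60 minutes at room temperature, ATP was read by Kinase-Glo Plus luminescence end-point.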
RXFP1 antag = RXFP1 (human) relaxin receptor antagonism; Q9HBX9; HEK293-RXFP1, relaxin-stimulated cAMP HTRF, 30 min; active compounds read low; activity change, negative = inhibition, % at 57.5 µM; actives 0.59% (n = 350,000);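 active means activity change of -60% or lower, but not beyond a set lower limit; inconclusive means change between -60% and -40%, or beyond the set limit; inactive means change above -40%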; further: on the % scale 0 is the no-effect control and ±100 the full control effect
Pol eta inh = blocks human DNA polymerase eta activity; recombinant Pol eta, fluorescent DNA replication assay; Q9Y253; actives 1.2% (n = 390,000); Potency, µM (top dose mostly 114 µM), inactives show at the top dose activity change, negative = inhibition, usual class: inhibitors; further: potency means the concentration at half of the fitted maximal effect; on the % scale 0 is the no-effect control and ±100 the full control effect
Target sequence (Q9Y253 whole entry, looked up): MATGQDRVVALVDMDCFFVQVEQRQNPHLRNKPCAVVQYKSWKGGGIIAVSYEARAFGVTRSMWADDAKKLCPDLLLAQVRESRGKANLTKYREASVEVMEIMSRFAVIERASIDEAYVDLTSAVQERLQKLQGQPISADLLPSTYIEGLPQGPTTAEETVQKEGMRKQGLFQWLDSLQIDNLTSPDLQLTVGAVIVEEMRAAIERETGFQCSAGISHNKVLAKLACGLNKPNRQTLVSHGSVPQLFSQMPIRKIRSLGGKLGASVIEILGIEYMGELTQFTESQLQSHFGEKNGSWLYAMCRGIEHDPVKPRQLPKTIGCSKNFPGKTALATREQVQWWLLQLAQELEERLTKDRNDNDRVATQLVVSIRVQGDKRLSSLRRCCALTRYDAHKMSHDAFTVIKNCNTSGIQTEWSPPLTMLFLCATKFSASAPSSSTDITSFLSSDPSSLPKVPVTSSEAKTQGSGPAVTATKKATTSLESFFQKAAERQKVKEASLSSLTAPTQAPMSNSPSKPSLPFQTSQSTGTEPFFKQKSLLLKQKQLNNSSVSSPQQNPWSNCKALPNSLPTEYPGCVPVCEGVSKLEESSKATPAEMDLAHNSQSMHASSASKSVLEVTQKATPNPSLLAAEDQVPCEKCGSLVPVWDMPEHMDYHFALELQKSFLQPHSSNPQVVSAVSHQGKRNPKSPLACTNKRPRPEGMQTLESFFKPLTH
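Pol eta at 10 nM preincubated with compounds 15 min at room temperature; reaction started with fluorescent substrate (50 nM final) and read kinetically at 0 and 10 min.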
POLB inh = DNA polymerase beta (human) inhibition; P06746; actives 1.3% (n = 340,000); Potency, µM (highest dose often 114 µM), for the others: at the highest dose activity change, negative = inhibition, most hits filed as inhibitors; Pol beta primer extension/strand displacement, fluorescence kinetic; AID 485314; further: potency means the concentration at half of the fitted maximal effect; on the % scale 0 is the no-effect control and ±100 the full control effect
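Curves were derived by four-parameter Hill fits of normalized qHTS data. The kinetic fluorescent primer-extension read was taken at 0 and 10 min after 50 nM substrate, following a 15 min room-temperature preincubation of 10 nM enzyme with compounds.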
POLI inh = blocks human DNA polymerase iota activity; Q9UNA4; Pol iota fluorescent replication assay, 10 min; Potency, µM (doses to about 115 µM), inactives show top-dose activity, negative = inhibition, most hits filed as inhibitors; actives 1% (n = 390,000); AID 588590; further: potency means the concentration at half of the fitted maximal effect
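Pol iota at 10 nM preincubated 15 min with compounds at room temperature; reaction started with fluorescent substrate, 50 nM final. Fluorescence read kinetically at 0 and 10 min; buffer-only wells as negative control.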
Apoferritin bind = binds horse apoferritin like a general anesthetic. P02791. AID 485281. Potency, µM (top dose mostly 77.5 µM), without a hit: at the highest dose activity change, negative = displacement, actives largely listed as inhibitors. apoferritin/1-aminoanthracene competitive binding, fluorescence. actives 0.074% (n = 350,000); further: potency means the concentration at half of the fitted maximal effect; on the % scale 0 is the no-effect control and ±100 the full control effect; nearly all actives have a fitted effect of over 20% in size
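Probe: 1-aminoanthracene (50% saturated, PBS). Protein: horse-spleen apoferritin, 10 uM. Incubation: 10 min, room temperature. Detection: 380 nm excitation, 535 nm emission. Analysis: normalized response, four-parameter Hill.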
Pol kappa inh = DNA polymerase kappa (human) inhibition. Potency, µM (highest dose often 107 µM), for the others: at the top dose activity, negative = inhibition, most hits filed as inhibitors. Q9UBT6. purified Pol kappa, fluorescent DNA synthesis assay, 10 min. actives 0.53% (n = 400,000); further: potency means the concentration at half of the fitted maximal effect; on the % scale 0 is the no-effect control and ±100 the full control effect
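Here, compound and 10 nM enzyme are combined for 15 min at room temperature; adding 50 nM substrate (final) starts DNA synthesis, tracked by fluorescence at 0 and 10 min against buffer-only wells.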
BLM helicase inh = blocks DNA unwinding by human BLM helicase | Potency, µM (series often up to 56.1 µM), for the others: at the top dose activity change, negative = inhibition, most hits filed as inhibitors | recombinant BLM DNA unwinding, fluorescence dequenching | actives 0.2% (n = 350,000) | P54132;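 further: potency means the concentration at half of the fitted maximal effect; plate controls were vehicle for no effect and no enzyme for full effect; nearly all actives have a fitted effect of over 35% in size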
An asterisk follows results filed as active; i = inactive; ? = inconclusive; / = no result given; [ ] = remark or other dose. Unless noted, the call rests on the fitted dose curve; in most records, active means well fitted curve in the direction sought with a large enough effect; inconclusive means small, poorly fitted or top-dose-only effect, or another doubt; inactive means no such curve, though single readings can be large; an effect the other way counts as inactive or inconclusive. Not all compounds are listed; count on the stated rates, not on these rows.

no.	Molecule	Pol eta inh	RXFP1 antag	Tb PGK inh	BLM helicase inh	Apoferritin bind	APEX1 inh	POLB inh	Pol kappa inh	POLI inh
1	O=C(CCl)N1c2ccccc2Sc2c1ccc1ccccc21	?	-10	i	/	/	/	/	-8%	-29%
2	Cc1nn(CC(=O)NC(C)C)c(C)c1[N+](=O)[O-]	-16%	6	-5%	-1%	-4%	-2%	?	4%	3%
3	COc1cccc(CNC(=O)CCS(=O)(=O)c2ccc3c(c2)NC(=O)CS3)c1	-11%	3	-1%	2%	-10%	37%	-3%	6%	8%
4	O=C(CSc1nnnn1-c1cccc(F)c1)NC1CC1	-4%	4	-10%	/	/	-11%	/	-14%	51%[activator]
5	O=C(c1ccc(Cl)cc1)[C@@H]1[C@@H]2C(=O)N(c3cccc4ccccc34)C(=O)[C@@H]2C2c3ccccc3C=NN21 (stereo not given in full)	2%	-14	5%	-9%	-9%	-11%	12%	-15%	-15%
6	COc1ccc(-c2cc3nc4c(c(N5CCC6(CC5)OCCO6)n3n2)CCC4)cc1	-2%	-6	-4%	-8%	-7%	3%	-2%	0%	-1%
7	COc1ccc(CC(=O)Nc2ccc(C(=O)NCC(C)C)cc2)cc1	-1%	2	2%	-3%	-14%	-1%	-5%	-17%	4%
8	COc1ccc2c(c1)c(=O)cc(-c1ccccc1)n2C	-12%	8	-7%	3%	-6%	2%	9%	-1%	23%
9	CCOC(=O)C1CCN(C(=O)C2COc3ccccc3C2)CC1 (stereo not given)	-15%	-8	-5%	2%	1%	/	15%	-6%[60.1 µM]	-4%
10	Cc1nn(C)c(C(=O)N2CCN(C(=O)c3ccco3)CC2)c1[N+](=O)[O-]	-17%	-8	-3%	-3%	3%	9%	13%	-1%	-10%

no.	Molecule	Pol eta inh	RXFP1 antag	Tb PGK inh	BLM helicase inh	Apoferritin bind	APEX1 inh	POLB inh	Pol kappa inh	POLI inh
11	O=C(O)c1c(Cl)cccc1Nc1ccccc1	-6%	-31	-8%	/	/	/	/	-3%	-27%
12	O=C(COc1cccnc1[N+](=O)[O-])Nc1c(Cl)cccc1Cl	-6%	9	1%	/	/	9%	/	-6%	27%
13	Cc1ccc(C(=O)NN2C(=O)C3C4C=CC([C@@H]3C2=O)C42CC2)cc1 (stereo not given in full)	-11%	-6	-4%	0%	2%	2%	-11%	15%	-24%
14	Cc1nc2cc(C(=O)OCC(=O)Nc3cccc(Cl)c3)ccc2n1-c1ccccc1	-7%	-11	i	-5%	-2%	-6%	-15%[57.1 µM]	-5%	0%
15	CCC(C)NC(=O)C1CCN(C(=O)c2cc3sccc3n2Cc2ccc(Cl)cc2)CC1 (stereo not given)	-16%	-22	i	-1%	0%	/	17%	9%	?
16	C=CCN1C(=O)C2(OCCCO2)c2cc(CCCC)ccc21	-1%	?	8%	-3%	-7%	3%	1%	-4%	94%[activator]
17	CC(C)(C)c1nnc2sc(SCC(=O)N3CCCc4ccccc43)nn2c1=O	-2%	-13	-6%	-1%	?	-3%	36%	-16%	12%
18	COc1ccccc1NC(=O)N1CCC(CN2CCc3ccccc3C2)CC1	7%	-3	-6%	1%	-13%	/	1%	-11%[60.1 µM]	-9%
19	COc1ccc(NS(=O)(=O)c2cc3c4c(c2)CC(=O)N4CCC3)cc1Cl	-6%	-5	13%	1%	5%	/	2%	-5%[60.1 µM]	-9%
20	O=C1CN(S(=O)(=O)c2ccc(Cl)cc2C(F)(F)F)CCN1	-24%	-11	3%	2%	-16%	1%	5%	-7%	126%[activator]

no.	Molecule	Pol eta inh	RXFP1 antag	Tb PGK inh	BLM helicase inh	Apoferritin bind	APEX1 inh	POLB inh	Pol kappa inh	POLI inh
21	CSc1nc2[nH]c3c(c2c2nnnn12)CCCC3	-19%	1	-1%	-7%	-12%	-4%	?	-7%	8%
22	Cc1ccc(C)c(S(=O)(=O)Nc2cc(C)on2)c1	-7%	3	-6%	4%	-2%	17%	14%	-1%	-20%
23	Cc1noc(C)c1S(=O)(=O)N(CC(=O)O)c1ccc2c(c1)OCO2	?	-4	-9%	-7%	-9%	-3%	?	-9%	?
24	CN(C)S(=O)(=O)c1cccc(C(=O)Nc2cccnc2)c1	-5%	4	-3%	5%	9%	3%	7%	-5%	8%
25	Cc1ccc(C(=O)/C=C/Nc2ccc([N+](=O)[O-])cc2Br)cc1	-5%	-9	5%	2%	0%	-5%	2%	-7%	17%
26	O=C(c1ccc(-c2ccccc2)cc1)N1CCN(c2ccccc2)CC1	-16%	-10	-7%	-3%	-7%	-8%	?	2%	9%
27	Cc1cc(C(=O)CSc2n[nH]c(N)n2)c(C)n1C1CC1	-1%	-7	-7%	-8%	?	-1%	-12%	-23%	-1%
28	COc1ccc(CCNC(=O)c2ccc(COc3ccccc3OC)o2)cc1	-5%	11	/	-3%	-15%	13%	18%	1%	?
29	Cc1cc(NC(=O)CSCC(=O)Nc2ccc(C)c(C)c2)no1	-5%	5	3%	/	/	-4%	/	-8%	25%
30	O=C1CSCN1c1ccc(Cl)cc1	-19%	0	/	-3%	-5%	5%	46%	-19%	12%

A different layout for two compounds above.
The line under a structure holds: Pol eta inh	RXFP1 antag	Tb PGK inh	BLM helicase inh	Apoferritin bind	APEX1 inh	POLB inh	Pol kappa inh	POLI inh
24	CN(C)S(=O)(=O)c1cccc(C(=O)Nc2cccnc2)c1
  -5%	4	-3%	5%	9%	3%	7%	-5%	8%
28	COc1ccc(CCNC(=O)c2ccc(COc3ccccc3OC)o2)cc1
  -5%	11	/	-3%	-15%	13%	18%	1%	?

An excerpt from above in order of count of non-hydrogen atoms, descending.
no.	Molecule	Pol eta inh	RXFP1 antag	Tb PGK inh	BLM helicase inh	Apoferritin bind	APEX1 inh	POLB inh	Pol kappa inh	POLI inh
28	COc1ccc(CCNC(=O)c2ccc(COc3ccccc3OC)o2)cc1	-5%	11	/	-3%	-15%	13%	18%	1%	?
23	Cc1noc(C)c1S(=O)(=O)N(CC(=O)O)c1ccc2c(c1)OCO2	?	-4	-9%	-7%	-9%	-3%	?	-9%	?
30	O=C1CSCN1c1ccc(Cl)cc1	-19%	0	/	-3%	-5%	5%	46%	-19%	12%

Later entries
no.	Molecule	Pol eta inh	RXFP1 antag	Tb PGK inh	BLM helicase inh	Apoferritin bind	APEX1 inh	POLB inh	Pol kappa inh	POLI inh
31	Cc1ccc(CN2Cc3cccc4c3[C@@H](CC2=O)[C@H](O)[C@H](O)C4)cc1	-20%	/	-2%	/	/	16%	/	9%	9%
32	COC(=O)[C@@H]1CC[C@H](C)[C@@H](c2ccc(C)cc2)N1C(=O)c1ccc(/C=N/O[C@@H](C)CN2CCCCc3nc(C)c(C)cc32)cc1	/	/	/	-14%	-20%	0%	0%	/	/
33	COc1ccc(-c2ccc(CNCCCSc3nnnn3C)o2)cc1Cl	-11%	-9	i	-2%	-6%	/	-11%	4%	-3%
34	CCc1ccc(S(=O)(=O)c2nnn3c2nc(N2CCOCC2)c2ccccc23)cc1	-4%	20	7%	-13%	1%	-7%	25%	-9%	4%
35	O=C(CC1C(=O)NCCN1Cc1ccoc1)NCCCn1ncc2ccccc21 (stereo not given)	-14%	-5	3%	-9%	-4%	3%	-1%	-1%	18%
36	O=C(CCSCCC(=O)NCCN1CCOCC1)NCCN1CCOCC1	8%	11	i	3%	2%	-2%	20%	3%	8%
37	CC(=O)C1=NN(c2ccccc2)C(c2ccc3c(c2)OCO3)N1c1ccccc1 (stereo not given)	2%	-7	1%	-6%	4%	-5%	-21%	-16%	-10%
38	CN(C)S(=O)(=O)N1CCc2ccccc2C1	-16%	19	-8%	-5%	-16%	9%	10%	-7%	8%
39	CC(c1ccccc1)n1c(-c2ccc(Cl)cc2)n[nH]c1=S (stereo not given)	-17%	-4	1%	-5%	-10%	6%	-11%	2%	23%
40	COc1ccc2nc(N/C(N)=N/C(=S)Nc3ccc(C)c(C)c3)nc(C)c2c1	/	/	/	48%[activator]	-15%	10%	12%	/	/

no.	Molecule	Pol eta inh	RXFP1 antag	Tb PGK inh	BLM helicase inh	Apoferritin bind	APEX1 inh	POLB inh	Pol kappa inh	POLI inh
41	CC(C)c1nc(SCC(=O)c2c[nH]c3ccccc23)n[nH]1	-3%	-6	-9%	6%	1%	0%	-27%	-7%	-15%
42	CC(COc1ccccc1)N1CCC(CO)(Cc2ccccc2)CC1 (stereo not given)	-19%	-8	9%	0%	-10%	1%	43%	-20%	46%[activator]
43	O=C(O)[C@@H]1CCCN1S(=O)(=O)c1cccc2cccnc12	1%	/	0%	/	/	9%	/	-12%	2%
44	COc1ccc(NCc2nnc(SCC(=O)N3CCCc4ccccc43)n2C)cc1	-8%	-1	/	-8%	-15%	20%	6%	4%	18%
45	CCOC(=O)c1c(NC(=S)N2CCCCC2)sc2c1CCN(C(=O)OCC)C2	?	-16	0%	?	-4%	-1%	-7%	-3%	69%[activator]
46	COc1ccccc1NC(=O)CCSc1ccc(C)cc1	-13%	-2	-1%	-6%	-18%	-6%	1%	-17%	2%
47	COc1ccc(/C=N/n2cncn2)cc1CSc1ccccn1	-15%	0	2%	1%	-7%	-10%	4%	-1%	4%
48	CCOC(=O)CNC(=O)CSc1ncnc2c1nnn2-c1ccc(F)cc1	-1%	-1	5%	0%	-10%	-8%	10%	-13%	6%
49	Cc1ccc(N2C(=O)C3CCCN3C2=S)cc1Cl (stereo not given)	-20%	3	1%	-5%	?	37%	?	-4%[60.1 µM]	18%
50	CCOC(=O)c1[nH]c2ccc(Cl)cc2c1NC(=O)c1nonc1C	?	-14	-2%	-7%	-2%	-2%	2%	6%	-4%

Look-ups from the entries so far:
CCOC(=O)c1c(NC(=S)N2CCCCC2)sc2c1CCN(C(=O)OCC)C2 – POLI inh: 69%[activator]
COc1ccccc1NC(=O)CCSc1ccc(C)cc1 – RXFP1 antag: -2
Cc1ccc(N2C(=O)C3CCCN3C2=S)cc1Cl (stereo not given) – APEX1 inh: 37%
CCOC(=O)c1[nH]c2ccc(Cl)cc2c1NC(=O)c1nonc1C – Apoferritin bind: -2%

Assay outcomes (PubChem BioAssay)
